# RXFP1 antagonist = antagonists of human relaxin receptor RXFP1 | 0.59% of 350,000 active | activity change, negative = inhibition, % at 57.5 µM | Q9HBX9 | AID 1259400 | HEK293-RXFP1, relaxin-stimulated cAMP HTRF, 30 min; hits give low values;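 active = activity change of -60% or lower, but not beyond a set lower limit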; note: % is set by controls: 0 for no effect and ±100 for the full control effect
# D2 potentiator = D2 dopamine receptor (human) potentiation; P14416; HEK293 T-REx D2, calcium flux, EC20 dopamine potentiation; potentiation, % at 10 µM; 0.34% of 340,000 active;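 active = potentiation over 3 SD above the plate norm, cut at about 30% in these data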; note: 0% is about no effect
# Target sequence (P14416 whole entry, looked up): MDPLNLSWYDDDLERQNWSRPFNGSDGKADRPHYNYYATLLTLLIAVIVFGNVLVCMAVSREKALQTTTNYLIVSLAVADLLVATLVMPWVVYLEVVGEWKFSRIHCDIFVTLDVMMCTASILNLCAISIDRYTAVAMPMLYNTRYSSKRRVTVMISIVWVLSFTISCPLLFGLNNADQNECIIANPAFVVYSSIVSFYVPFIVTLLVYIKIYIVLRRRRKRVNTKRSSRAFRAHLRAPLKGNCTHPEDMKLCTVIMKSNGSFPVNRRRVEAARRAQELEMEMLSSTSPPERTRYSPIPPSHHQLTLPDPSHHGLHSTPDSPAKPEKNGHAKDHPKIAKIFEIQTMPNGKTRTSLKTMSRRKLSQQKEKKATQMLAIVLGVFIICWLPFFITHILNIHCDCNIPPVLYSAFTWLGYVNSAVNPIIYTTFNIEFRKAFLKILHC
#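 Potentiation of an EC20 dopamine calcium response is measured in a force-coupled, tetracycline-inducible Hek293 Trex D2 line. Compound-only kinetic reads over 180 s flag agonists before dopamine addition.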
# D1 agonist = activates the human D1 dopamine receptor. activation, % at 2 µM. HEK293 T-REx D1 cells, calcium flux, agonist mode. 1% of 360,000 active. P21728; in the data active = activation above about 30%; note: 0% is about no effect
#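 Tetracycline-induced HEK293 TREx D1 cells, force-coupled to calcium signalling, were dye-loaded with a no-wash calcium kit. Compound was pin-added after a 10 s baseline. Fluorescence was read kinetically at 1 cycle/s for 180 s, with calcium rises flagged as agonism.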
# D1 antagonist = antagonists of human D1 dopamine receptor; HEK293 TREx D1 cells, calcium flux, dopamine EC80; hits give low values; activity change, negative = inhibition, % at 10 µM; P21728; 3.2% of 360,000 active; AID 504652; in the data active = activity change below about -30%; note: % is set by controls: 0 for no effect and ±100 for the full control effect
#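 Antagonism measured as reduced calcium response to an EC80 dopamine addition following 180 s compound pre-read; cells were inducible HEK293 Trex D1 plated overnight at 30 C, read kinetically at 1 cycle/sec.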
# D2 ag = agonists of human D2 dopamine receptor. HEK293 T-REx D2 cells, calcium flux agonist mode. activation, % at 2 µM. 0.53% of 340,000 active;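 active = activation over 3 SD above normal in the single-dose calcium agonist read, cut at about 30% in these data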; note: 0% is about no effect
#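 Agonism scored from kinetic calcium signal (1 read/sec, 180 s) following compound pin transfer, after a 10 s baseline. Cells: HEK293 Trex line expressing inducible D2 receptor coupled to calcium, dye-loaded after overnight culture at 30 C.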
# RXFP1 agonist = activates the human relaxin receptor RXFP1; Q9HBX9; HEK293T-RXFP1 cAMP TR-FRET, 30 min; response scale: percent of porcine relaxin response, buffer zero; Potency, µM (doses to about 57.5 µM), for inactives: at the highest dose activation, usual class: activators; 0.3% of 370,000 active; AID 2676; active = well fitted activation curve with a large enough effect; note: potency is the fitted concentration of half-maximal effect; % is set by controls: 0 for no effect and ±100 for the full control effect; nearly all actives have a fitted effect of over 60% in size; many of its hits are not listed in these tables
#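 HEK293 cells stably expressing RXFP1, treated 30 min at 37C with compounds plus PDE4 inhibitor Ro 20174; cAMP measured by HTRF TR-FRET. Normalized to buffer and 29 nM porcine relaxin; EC50 by Hill fit.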
# TRHR PAM = allosterically enhances the human TRH receptor. enhancement, % at 2 µM. AID 493056. TRHR cells, fluo-8 calcium fluorescence, EC20 TRH enhancement. 0.66% of 360,000 active. P34981; in the data active = enhancement above about 30%; note: 0% is about no effect
# Target sequence (P34981 whole entry, looked up): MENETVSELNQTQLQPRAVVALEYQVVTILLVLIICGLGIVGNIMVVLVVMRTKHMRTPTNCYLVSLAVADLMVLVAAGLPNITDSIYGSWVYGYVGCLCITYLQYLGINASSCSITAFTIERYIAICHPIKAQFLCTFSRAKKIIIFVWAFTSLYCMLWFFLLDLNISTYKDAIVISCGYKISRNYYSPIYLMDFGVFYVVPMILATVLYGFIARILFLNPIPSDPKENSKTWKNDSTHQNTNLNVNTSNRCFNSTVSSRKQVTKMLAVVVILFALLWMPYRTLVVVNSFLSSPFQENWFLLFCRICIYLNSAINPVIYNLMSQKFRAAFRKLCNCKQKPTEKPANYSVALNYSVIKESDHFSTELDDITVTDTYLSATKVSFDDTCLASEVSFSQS
#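 TRHR-expressing cells loaded with fluo-8 calcium dye were read kinetically (ex 480/em 530) during compound addition, then stimulated with an EC20 of TRH (10 nM final). Enhancement of the Gq-mediated intracellular calcium response was scored.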
# D1 potentiator = potentiators of human D1 dopamine receptor. potentiation, % at 10 µM. P21728. 0.036% of 360,000 active. HEK293 TREx D1 cells, calcium flux, dopamine EC20 potentiation. AID 504651; in the data active = potentiation above about 30%; note: 0% is about no effect
# D2 antagonist = antagonists of human D2 dopamine receptor; P14416; HEK293 TREx D2 cells, calcium flux, dopamine EC80; inhibition, % at 10 µM; 2% of 340,000 active; in the data active = inhibition above about 30%; note: 0% is about no effect
#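 Compounds are added to dye-loaded, induced HEK293 T-REx cells coupled to calcium release via D2; after a 3 min kinetic read an EC80 dopamine stimulus is given and fluorescence is recorded for 3 more min.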
# Numbers without * were called inactive; x = not tested or not shown. Not all compounds are listed; count on the stated rates, not on these rows.
SMILES,RXFP1 antagonist,D2 potentiator,D1 agonist,D1 antagonist,D2 ag,RXFP1 agonist,TRHR PAM,D1 potentiator,D2 antagonist
CC(C)C(c1nnnn1C(C)(C)C)N1CCN(c2cccc(Cl)c2)CC1 (stereo not drawn),-5,-4,0,6,-0.4,0.6%,-7,9,-9
Cc1ccc(Cn2nnc3c(=O)n(CC(=O)NCC4CCCO4)cnc32)cc1 (stereo not drawn),24,2,3,3,1.0,18%,0,2,-1
COc1ccc(NC(=O)CSc2nnc(CNC(=O)c3cccs3)o2)c(OC)c1,-6,4,2,0,-0.2,-1.6%,-11,0,2
Cn1c(=O)[nH]c(=O)c2c1nc(N1CCN(CCO)CC1)n2Cc1ccccc1Cl,-4,-3,5,-10,-0.8,2.2%,-8,2,30*
Cc1ccc(OCCN2CCN(CC(O)Cn3c4ccccc4c4ccccc43)CC2)cc1 (stereo not drawn),x,-31,11,11,63*,-0.2%,9,-7,63*
COc1ccc(/C=N/NC(=O)Cn2nnc3ccccc32)cc1OC,5,5,8,-17,3.5,-1.3%,5,-2,-4
COc1ccc(NC(=O)CCCn2c(=S)[nH]c3ccccc3c2=O)cc1,x,4,-2,-14,x,2.2%,-3,-2,-3
CS(=O)(=O)c1ccc(NCCN2CCOCC2)c([N+](=O)[O-])c1,-15,-6,-2,-17,0.3,-0.1%,-4,-4,21
Cc1ccc(Oc2ccc(-c3nnc(-c4ccccc4)o3)cc2[N+](=O)[O-])cc1C,x,6,4,-9,-0.1,-1.7%,6,3,6
O=C(CCCn1c(=S)[nH]c2ccsc2c1=O)NCCc1ccccc1,-94*,5,1,3,-0.3,6.6%,-3,-6,8
CCOC(=O)C1=C(C)NC(C)=C(C(=O)OCC)C1C(=O)OCC(=O)N1CCc2ccccc21,-7,-9,1,10,0.3,3.0%,0,-2,4
Cc1cc(C)cc(NS(=O)(=O)c2ccc(N3CCCCS3(=O)=O)cc2)c1,2,0,8,-11,-2.0,-1.3%,-2,0,x
CNC(=O)c1ccsc1NC(=O)CS(=O)(=O)c1ccccc1,-5,16,4,-30,1.1,-1.1%,-2,-4,4
Cc1cc(=O)n(Cc2ccccc2)c2c1c(C)nn2C,-1,-2,5,-12,0.3,0.3%,12,-5,x
CCCCn1ccnc1C(=O)c1cccc(S(=O)(=O)N2c3ccccc3CC2C)c1 (stereo not drawn),-9,-7,10,-20,0.7,1.0%,6,-11,-5
COc1ccc(OC)c(NC(=O)Cn2ccc3ccccc3c2=O)c1,x,-17,-1,0,0.3,1.6%,1,-3,x
CC(C)(C)c1ccc(C(=O)NC(=S)N2CCCCCC2)cc1,-10,-1,1,-20,0.0,0.2%,13,-3,-3
COC(=O)c1c(NS(=O)(=O)c2cccs2)sc2c1CCCC2,6,9,1,18,0.0,-0.3%,4,19,41*
O=C(Nc1ccc(Br)cc1)c1cccc(S(=O)(=O)Nc2ccccn2)c1,-21,1,6,-62*,0.5,-2.5%,6,-4,3
CCCN(C(=O)COC(=O)CCOc1ccccc1C)c1c(N)n(Cc2ccccc2)c(=O)[nH]c1=O,4,10,1,7,0.2,0.9%,2,0,-5
COc1ccc(C(=O)Cc2ccc(OC)c(OC)c2)c(OC)c1,-6,x,10,x,x,-2.4%,-4,-4,x
Cc1cccc(C)c1OCc1cc(C(=O)N2CCC(c3ccncc3)CC2)no1,-2,-7,12,-42*,-0.4,0.5%,5,-6,1
Cc1cccc(C(=O)Nc2ccn(C)n2)c1,7,9,2,-9,0.6,-0.9%,4,-5,1
CCCN(Cc1nnc(-c2ccccc2Cl)o1)C(=O)c1oc2ccccc2c1C,-15,-7,9,11,-0.3,6.3%,-8,-3,11
COc1ccccc1-n1c(CNc2ccc(F)cc2)nnc1SCC(=O)Nc1cc(C)on1,-6,-2,2,5,1.5,-0.7%,-4,3,-30

# Further entries:
SMILES,RXFP1 antagonist,D2 potentiator,D1 agonist,D1 antagonist,D2 ag,RXFP1 agonist,TRHR PAM,D1 potentiator,D2 antagonist
COc1ccc(Cn2c(=O)c3oc4ccccc4c3n(Cc3ccc(F)cc3)c2=O)cc1,-11,1,3,-6,0.4,3.4%,19,1,x
Cc1sc(NC(=O)c2ccccc2)c(C(c2ccccn2)N2CCN(CCO)CC2)c1C (stereo not drawn),-10,19,108*,-5,-0.3,-1.9%,26,-2,-16
Cc1ccc(Nc2nc(N)nc(CSC(=S)N3CCOCC3)n2)cc1,-1,4,1,-15,-0.4,3.0%,-4,-10,13
NS(=O)(=O)c1ccc(NC(=O)COC(=O)CCc2nc3ccccc3c(=O)[nH]2)cc1,-3,14,2,5,0.7,1.6%,7,-6,-1
Cc1ccc(S(=O)(=O)N2CCN(CC(=O)Nc3ccc(N4CCOCC4)cc3)CC2)cc1C,-11,8,3,-7,1.0,0.4%,11,2,-11
Cc1ccc2c(c1)N(C(C)C(=O)NCCc1ccccc1)C(=O)CO2 (stereo not drawn),1,x,0,-2,x,1.6%,1,-4,x
Cc1ccsc1/C=N/NC(=O)CNC(=O)c1ccc(S(=O)(=O)N(C)C)cc1,-1,3,3,-7,-4.6,0.2%,-3,-2,16
Cc1cccc(-n2nnnc2SCC(=O)c2cc(C)n(Cc3ccco3)c2C)c1,-12,22,3,-2,-0.1,1.7%,3,-5,7
CCOC(=O)[C@@H]1[C@H]2COc3ccc(Br)cc3[C@H]2N2C(=O)N(c3ccc(F)cc3)C(=O)[C@]12C,x,-3,8,4,0.2,0.0%,-6,-6,-12
Cc1cc(C)n(CC(O)COc2ccccc2Br)n1 (stereo not drawn),9,15,1,8,0.0,0.4%,-1,0,-8
CN(C(=O)C(=O)Nc1ccc2nc3n(c(=O)c2c1)CCCCC3)c1cccc(C(F)(F)F)c1,-4,-1,0,9,1.0,0.9%,6,0,x
CCOc1ccc(OCC)c(NS(=O)(=O)c2cccc3nsnc23)c1,4,-2,1,-5,-0.7,0.2%,2,-2,6
CCc1cc(=O)oc2cc(OCC(=O)N3CCc4ccccc43)ccc12,x,7,0,-2,-0.7,3.2%,3,-2,0
Cc1ccc(C)c(SCC(=O)c2ccc[nH]2)c1,6,-11,23,32,11,-1.2%,27,0,-4
COc1ccccc1-n1c(SCC(=O)N2CCCC2)nc2cccnc21,-1,0,3,11,-0.6,0.3%,7,10,-10
CC(C)c1cc(C(F)(F)F)n2nc(C(=O)Nc3ccc(-n4cnnn4)cc3)cc2n1,-3,-6,5,6,-0.1,1.2%,-2,-6,-1
COc1ccc(NC(=O)C2CCCN(S(=O)(=O)c3cccc4nonc34)C2)cc1 (stereo not drawn),9,-13,4,-13,0.4,-0.2%,-7,-1,-13
C=CCN1C(=NC(=O)CCC(=O)O)SC2CS(=O)(=O)CC21 (stereo not drawn),0,-2,0,-7,0.3,2.3%,-1,-6,-18
CC(C)(C)NC(=O)C1CCN(c2nc3ccccc3nc2C(F)(F)F)CC1,x,6,2,4,0.5,-1.6%,-5,-3,x
CCOC(=O)N1CCN(C(=O)c2ccc(-n3c(C)ccc3C)cc2)CC1,13,1,1,-3,1.1,-0.3%,1,7,2
COc1cc(CNCc2ccccn2)ccc1OCC(N)=O,-7,x,4,13,x,1.3%,2,-12,x
Cn1c(=O)c(C(=O)NCCc2ccc(Cl)cc2)c(O)c2ccccc21,-3,-10,6,3,0.4,-0.8%,-2,0,11
COc1ccc(CNC(=O)/C=C/c2cc([N+](=O)[O-])ccc2OC(F)F)cc1OC,1,3,1,-9,0.5,0.1%,5,-1,-5
COc1ccc(/C=C2\Sc3ccc(C(=O)NCc4cccnc4)cc3N(C)C2=O)cc1OC,4,17,2,-7,0.3,4.7%,-1,-6,0
Cc1nn2c(NCCN(C)C)c3c(nc2c1-c1ccccc1)CCCC3,-30,-15,15,0,x,-0.9%,-5,-3,x

# Compound profiles, from the list above. Screens in order: RXFP1 antagonist	D2 potentiator	D1 agonist	D1 antagonist	D2 ag	RXFP1 agonist	TRHR PAM	D1 potentiator	D2 antagonist
# `Cc1cccc(-n2nnnc2SCC(=O)c2cc(C)n(Cc3ccco3)c2C)c1` across the screens: -12	22	3	-2	-0.1	1.7%	3	-5	7
# `NS(=O)(=O)c1ccc(NC(=O)COC(=O)CCc2nc3ccccc3c(=O)[nH]2)cc1` across the screens: -3	14	2	5	0.7	1.6%	7	-6	-1
# `COc1ccccc1-n1c(SCC(=O)N2CCCC2)nc2cccnc21` across the screens: -1	0	3	11	-0.6	0.3%	7	10	-10
# `Cn1c(=O)c(C(=O)NCCc2ccc(Cl)cc2)c(O)c2ccccc21` across the screens: -3	-10	6	3	0.4	-0.8%	-2	0	11

# Ordered by SMILES length (lowest first): some entries from above
SMILES,RXFP1 antagonist,D2 potentiator,D1 agonist,D1 antagonist,D2 ag,RXFP1 agonist,TRHR PAM,D1 potentiator,D2 antagonist
Cc1ccc(Cn2nnc3c(=O)n(CC(=O)NCC4CCCO4)cnc32)cc1 (stereo not drawn),24,2,3,3,1.0,18%,0,2,-1
CCCCn1ccnc1C(=O)c1cccc(S(=O)(=O)N2c3ccccc3CC2C)c1 (stereo not drawn),-9,-7,10,-20,0.7,1.0%,6,-11,-5
CC(C)c1cc(C(F)(F)F)n2nc(C(=O)Nc3ccc(-n4cnnn4)cc3)cc2n1,-3,-6,5,6,-0.1,1.2%,-2,-6,-1
